M1 ag – human M1 muscarinic receptor agonists, primary screen, Fluo-8 calcium fluorescence, CHO-K1 cells, HTS; hit rate 0.33% among 360,000; CHO-K1 hM1, agonist mode; 0% DMSO, 100% acetylcholine EC100; activation, % at 3 µM; AID 588814, 2011;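 active = activation above the run's mean compound activation plus 3 SD, cut at about 16% in these data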;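 also: peak over basal fluorescence ratio within a 140 s kinetic read after compound addition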
TAAR1 agonist – human TAAR1 agonists, primary screen, Fluo-8 calcium fluorescence, CHO RD-HGA16 cells; Trace amine-associated receptor 1 (Homo sapiens), Q96RJ0; vehicle wells 0%, saturating PEA agonist 100%; activation, % at 3 µM; hit rate 0.99% among 360,000; AID 624467, 2012;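 active = activation above the mean activation of all test compounds in the run plus 3 SD, cut at about 38% in these data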
Target sequence (Q96RJ0 whole entry, looked up): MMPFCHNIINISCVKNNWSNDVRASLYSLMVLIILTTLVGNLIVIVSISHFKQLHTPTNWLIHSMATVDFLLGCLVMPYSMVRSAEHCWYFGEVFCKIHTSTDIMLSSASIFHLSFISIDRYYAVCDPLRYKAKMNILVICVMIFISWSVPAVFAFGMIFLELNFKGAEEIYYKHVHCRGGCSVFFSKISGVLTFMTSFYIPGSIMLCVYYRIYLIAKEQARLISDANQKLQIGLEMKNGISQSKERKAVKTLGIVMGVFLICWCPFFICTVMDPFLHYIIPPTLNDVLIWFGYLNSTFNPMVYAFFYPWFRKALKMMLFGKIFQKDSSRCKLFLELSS
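Test system: RD-HGA16 (CHO) cells co-expressing Gα16 and hTAAR1 / Benchmarks: DMSO vehicle as 0%, PEA at EC100 as 100% / Repeats: no replicates (n 1) / Measure: % activation from peak over basal fluorescence ratio, DMSO-to-PEA scaled / Timing: 17-24 h plating, Fluo-8 75 min 37 °C, 30 min RT / Technique: kinetic Fluo-8 calcium fluorescence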
TAAR1 antag – human TAAR1 antagonists, primary screen, Fluo-8 calcium fluorescence, CHO RD-HGA16 cells. antagonist. inhibition, % at 3 µM. hit rate 1.5% among 360,000. AID 624466, 2012;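 active = inhibition above a per-plate cutoff, the mean inhibition of test compounds on that plate plus 3 SD, cut at about 49% in these data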;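 also: 0% = DMSO plus EC80 beta-PEA response and 100% = DMSO alone without agonist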
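Test system: CHO RD-HGA16 cells bearing hTAAR1 | Reagent: β-PEA, EC80 | Compound dosing: 3 µM, single point | Schedule: Dye loading 75 min at 37 °C, then 30 min room temperature | Signal: Calcium fluorescence with Fluo-8 | Evaluation: Percent inhibition of PEA-evoked calcium signal, max/basal emission ratio | Control set: DMSO-only wells and EC80 β-PEA-stimulated wells | Repeats: Singlicate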
CHO-K1 Ca antag – counter-screen for M1 antagonists: effect in parental CHO-K1 cells. ATP-induced calcium, Fluo-8 fluorescence. inhibition, % at 3 µM. hit rate 0.6% among 360,000. AID 602250;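 active = inhibition above a per-plate cutoff, the plate's mean sample inhibition plus 3 SD, cut at about 24% in these data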;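 also: 0% = DMSO plus EC80 ATP and 100% = DMSO alone without ATP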
M1 ag parental – counter-screen for M1 agonists: effect in parental CHO-K1 cells; Fluo-8 calcium fluorescence; scaled to maximal ATP response, vehicle zero; activation, % at 3 µM; AID 602248, 2012; hit rate 0.48% among 360,000; in the data active = activation above about 15%;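 also: untransfected CHO-K1 host cells lacking M1 receptor as counterscreen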
M1 PAM parental – nonselective calcium activators in parental CHO-K1 cells, primary screen, counter-screen for M1 PAM project, cell-based, Fluo-8 calcium fluorescence, full deck, 1536-well. hit rate 0.02% among 360,000. activation, % at 3 µM. ATP EC20; 0% at ATP EC20, 100% at ATP max;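 active = activation above the run cutoff, the mean activation of all test compounds plus 3 SD, cut at about 40% in these data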;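 also: peak over basal fluorescence ratio in a 140 s read after ATP addition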
CHRM1 antagonist – human M1 muscarinic receptor antagonists, primary screen, CHO-K1 cells, Fluo-8 calcium fluorescence, 1536-well. inhibition, % at 3 µM. hit rate 1.3% among 360,000. CHO-K1 hM1, ACh EC80 antagonist. Muscarinic acetylcholine receptor M1 (Homo sapiens), P11229;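 active = percent inhibition above its own plate's cutoff, namely the mean of that plate's compound wells plus 3 SD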;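 also: peak over basal fluorescence ratio during 140 s after agonist addition; 0% = ACh EC80 plus DMSO and 100% = DMSO alone without agonist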
CHO parental Ca – ATP-evoked calcium signal inhibitors, parental CHO, primary screen, counter-screen for OX1R antagonist project, cell-based, fluorescence, Fluo-8 calcium dye | hit rate 0.63% among 330,000 | parental CHO-K1, ATP-induced calcium, Fluo-8 fluorescence | inhibition, % at 5.6 µM;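 active = inhibition above that plate's mean sample inhibition plus 3 SD, cut at about 26% in these data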;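 also: 0% = ATP-challenged DMSO wells and 100% = DMSO wells without ATP; some compounds past the cut are filed as inactive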
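Test system: parental CHO cells; detection: calcium-sensitive Fluo-8 fluorescence; evaluation: percent inhibition of calcium signal; also added: ATP as calcium-mobilizing challenge; repeats: one well per compound; control set: ATP-challenged DMSO wells low, unchallenged DMSO wells high; compound: single nominal dose of 5.6 µM per compound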
OXTR potentiator – human OXTR potentiators, primary screen, fluorescence, CHO-OTR cells, Fluo-8 calcium; hit rate 0.061% among 320,000; activation, % at 3 µM; Fluo-8 calcium fluorescence, potentiator mode; 0% = oxytocin EC15, 100% = EC100; AID 2445, 2010; Oxytocin receptor (Homo sapiens), P30559;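 active = activation above that plate's cutoff, the mean activation of tested compounds plus 3 SD, cut at about 6.6% in these data, passing the limit was not always enough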;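 also: 100% uses oxytocin at 75 nM as the full agonist control; some results filed as inactive read as strong as hits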
Target sequence (P30559 whole entry, looked up): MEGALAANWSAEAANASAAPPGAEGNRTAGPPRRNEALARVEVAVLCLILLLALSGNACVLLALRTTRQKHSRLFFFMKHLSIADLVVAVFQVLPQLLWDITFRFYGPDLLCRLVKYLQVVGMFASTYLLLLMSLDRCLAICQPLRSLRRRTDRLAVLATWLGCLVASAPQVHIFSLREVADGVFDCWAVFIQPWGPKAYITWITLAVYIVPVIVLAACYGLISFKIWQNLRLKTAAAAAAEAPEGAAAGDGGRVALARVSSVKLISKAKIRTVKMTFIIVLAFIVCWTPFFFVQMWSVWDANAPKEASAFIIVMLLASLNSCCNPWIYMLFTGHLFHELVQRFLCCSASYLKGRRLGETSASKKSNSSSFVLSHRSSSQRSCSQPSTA
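System: human OTR in CHO cells; Also added: sub-maximal oxytocin, roughly EC15; Timing: compound 6 min at room temperature before oxytocin, 100 s read; Technique: Fluo-8 intracellular calcium fluorescence, ex 470-495, em 515-575 nm; Controls: oxytocin EC15 low and EC100 high; Replication: singlicate.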
* hit, by the source's call; · = not tested or not shown.

SMILES	M1 ag	TAAR1 agonist	TAAR1 antag	CHO-K1 Ca antag	M1 ag parental	M1 PAM parental	CHRM1 antagonist	CHO parental Ca	OXTR potentiator
CCNC(=S)NCCN1CCOCC1	-5	2	-10	-9	0.5	16	-7	1	0
FC(F)(F)c1ccccc1NC(=S)Nc1cccc2cnccc12	5	3	-23	-5	1.5	3	9	·	·
CSc1ncc(Cl)c(C(=O)Nc2ccc(S(=O)(=O)Nc3nccc(C)n3)cc2)n1	-3	0	-12	-11	0.9	13	-6	-12	0
Cc1cccc(-n2cnc(C(=O)N/N=C\c3ccc(Br)cc3)c2)n1	-4	14	-5	-23	1.0	21	-5	-16	-8
Cc1cccc(NC(=O)c2nc[nH]c2C(=O)NCCCCNC(=O)c2[nH]cnc2C(=O)Nc2cccc(C)c2)c1	-2	7	21	3	0.2	-19	-3	4	-2
Nc1nonc1C(=O)N/N=C/c1cccc([N+](=O)[O-])c1	-2	0	-16	2	7.8	18	-5	-9	-5
CC1CC(C)CN(C(=O)CSc2nnc(-c3ccco3)o2)C1 (stereo not drawn)	-3	0	-6	-14	0.9	2	-8	-9	-4
O=C(CSc1ccccn1)Nc1ccc(F)c([N+](=O)[O-])c1	-3	2	5	9	0.6	-11	9	3	-4
Fc1ccc(NC(=S)NCc2ccccn2)cc1	0	16	14	2	0.6	9	-12	10	-6
Cc1cc(-n2c(C)cc(C(=O)COc3ccc(F)c(F)c3)c2C)no1	-4	·	·	-2	3.6	-6	5	-19	-7
Cc1ccccc1S(=O)(=O)N(C)C[C@@H]1OCc2cnnn2CCCC(=O)N([C@@H](C)CO)C[C@H]1C	-5	3	0	-8	-0.3	0	-3	·	·
Cc1ccc(C(=O)Cn2cnc3ccccc3c2=O)cc1C	-3	8	8	-5	1.9	12	-5	-15	-9
CCC(=O)c1ccc(OCc2cn(CC(=O)c3ccc(O)cc3)nn2)cc1	1	2	-7	-2	0.2	6	-2	·	·
CCCCCn1c(SCC(=O)OCC)nc2cc(C(=O)N3CCC(C(N)=O)CC3)ccc2c1=O	-7	4	8	-7	1.9	19	-7	-21	2
Cc1ccccc1OCC(O)Cn1c2ccccc2c2ccccc21 (stereo not drawn)	-4	-1	7	-29	4.5	16	-2	-19	3
Cc1cc(C)cc(NC(=O)CSc2cc(C(=O)c3nccn3C)c3ccccc3n2)c1	-6	2	-18	-9	0.7	22	-12	-22	-7
O=C(O)CSc1c2ccccc2cc2ccccc12	-6	2	14	2	-0.1	-12	-12	-9	-2
CN(C(=O)COC(=O)c1ccc2c(c1)NC(=O)CS2)C1CCS(=O)(=O)C1 (stereo not drawn)	-2	2	2	7	-0.2	-5	-14	7	-6
O=C(c1ccc(S(=O)(=O)Cc2ccccc2F)c([N+](=O)[O-])c1)N1CCCCCC1	5	19	18	4	7.4	-20	-6	-18	-9
Cc1ccc(C(=O)N(C)CC(=O)Nc2ccc(N3CCOCC3)cc2)s1	-1	0	-20	-1	0.8	-4	-12	-3	-5
OCCOCCOc1ccccc1OCCOCCO	-7	0	-7	-10	0.8	27	-4	9	-9
COc1ccc(Br)cc1CNC(C)c1ccccc1 (stereo not drawn)	-8	2	-12	-9	0.6	10	-6	-13	-7
O=C(CCc1ccccc1)NC(=S)Nc1cccc(Br)c1	-3	16	21	7	-0.5	-8	2	-9	-5
Cc1ccc(NC(=O)CN(C)C(=O)COc2ccc(Br)cc2)cc1	-7	0	-23	-6	-0.2	7	-11	·	·
COc1ccc(NC(=O)C2C(c3ccccc3)C2(Cl)Cl)cc1 (stereo not drawn)	-6	0	1	-9	0.3	6	-10	-10	-8
Cc1cc(NCCN2CCOCC2)c2ccc3ccccc3c2n1	-12	2	-7	-3	0.3	13	-3	0	-1
CC1CCN(C(=O)CSc2nc(N)c(NC(=O)c3ccccc3)c(=O)[nH]2)CC1	-2	2	-13	-11	1.6	12	2	-6	-13
O=C(CC(=O)c1cccc([N+](=O)[O-])c1)Nc1ccccc1Cl	-4	7	6	-6	1.1	24	-4	-10	-5
NS(=O)(=O)c1ccc(CCNC(=O)COC(=O)Cc2ccc(Cl)cc2)cc1	-1	1	5	-8	-0.1	17	-19	·	·
Cc1sc2nc(C3CCCCC3)nc(SCC(=O)N3CC(=O)Nc4ccccc43)c2c1C	-2	4	-12	9	12	7	8	-20	-3
CCOCCSc1n[nH]c(=O)n1CCc1ccccc1	-1	9	-3	5	0.8	-21	-4	-17	-10
Clc1ccc(CSc2ncnc3nc[nH]c23)cc1	-1	3	4	18	0.7	-15	-8	-12	-5
COc1ccc(/C=N/N2CCN(C3c4ccccc4-c4ccccc43)CC2)cc1O	-4	1	-15	5	0.1	1	9	1	4
CCCc1cc(=O)oc2c3c(c4c(c12)OC(C)(C)C=C4)OC(C)C(C)C3O (stereo not drawn)	-2	2	-1	-11	-0.8	28	-6	10	-5
O=C(Oc1ccccc1Cl)c1ccc(-n2cncn2)nc1	-3	20	6	7	0.5	12	-7	-2	-4
COC(=O)CCCNC(=O)c1ccc2nc(Cc3ccc(OC)cc3)oc2c1	-1	0	-5	-8	0.8	4	3	-12	6
COc1ccc(-c2noc(CCC(=O)Nc3ccc(C)c(C)c3)n2)cc1	-4	4	-5	0	7.3	20	14	-1	-9
Cc1noc(/C=C/N(C)C)c1S(=O)(=O)NC1CCCCC1	-2	2	-12	1	0.8	3	-13	-22	-16
O=C(Cc1ccc(Br)cc1)Nc1ccc(S(=O)(=O)NCC2CCCO2)cc1 (stereo not drawn)	8	32	5	-1	3.1	11	-7	-7	-8
Cc1cc(C)c(NC(=O)COC(=O)CCc2ccc(S(=O)(=O)N3CCCCC3)cc2)c(C)c1	-5	16	35	2	6.1	13	-2	-4	-12
CCCCNC(=O)C(NC(=O)c1cccnc1)C(=O)c1ccccc1 (stereo not drawn)	-3	2	0	-20	0.3	18	-33	·	·
CCCCn1nc(C(=O)Nc2c(C)n(C)n(-c3ccccc3)c2=O)c2ccccc2c1=O	-9	0	-23	1	-1.5	-10	9	-17	-3
CN(CC(=O)NCCc1ccc(S(N)(=O)=O)cc1)Cc1ccc(Cl)cc1Cl	-3	6	2	-1	8.9	-1	10	-14	-12
CCOC(=O)Cc1csc(NC(=O)Cn2c(=O)oc3ccccc32)n1	-1	5	-34	-3	0.6	-3	-1	-11	-16
Cc1cccc2c1cnn2C(=O)CCC(=O)N1CC(C)CC(C)C1 (stereo not drawn)	-6	1	-15	9	0.8	-1	-3	-2	-8
COCCn1c(N)c(N(Cc2ccccc2)C(=O)Cc2ccccc2F)c(=O)[nH]c1=O	-4	0	3	-13	0.6	3	-4	-12	-2
CCOC(=O)C1CCCN(Cc2nc(Cc3cccc(F)c3)no2)C1 (stereo not drawn)	33*	4	-17	-10	1.7	17	-3	-5	-1
COc1ccc(N2CC(C(=O)Nc3c4c(nn3-c3ccccc3)CS(=O)(=O)C4)CC2=O)cc1 (stereo not drawn)	1	0	-9	11	-0.1	-10	12	4	-6
Cn1cc(CCNC(=O)CC2C(=O)NCCN2Cc2cccc(Oc3ccccc3)c2)cn1 (stereo not drawn)	-7	2	-1	13	0.0	-7	0	-14	-11
Cc1ccc(-c2noc(C3CCCN(S(=O)(=O)c4ccc5ccccc5c4)C3)n2)o1 (stereo not drawn)	-7	2	-1	-11	0.4	16	-8	-18	-5
Cc1cc(NC(=O)c2cc([N+](=O)[O-])ccc2Cl)no1	-2	1	-11	10	1.8	-21	4	-14	6

Some of the entries above in a different format.
canonical_smiles,M1 ag,TAAR1 agonist,TAAR1 antag,CHO-K1 Ca antag,M1 ag parental,M1 PAM parental,CHRM1 antagonist,CHO parental Ca,OXTR potentiator
O=C(Cc1ccc(Br)cc1)Nc1ccc(S(=O)(=O)NCC2CCCO2)cc1 (stereo not drawn),8,32,5,-1,3.1,11,-7,-7,-8
Cc1cc(C)c(NC(=O)COC(=O)CCc2ccc(S(=O)(=O)N3CCCCC3)cc2)c(C)c1,-5,16,35,2,6.1,13,-2,-4,-12
CCCCNC(=O)C(NC(=O)c1cccnc1)C(=O)c1ccccc1 (stereo not drawn),-3,2,0,-20,0.3,18,-33,·,·
CCCCn1nc(C(=O)Nc2c(C)n(C)n(-c3ccccc3)c2=O)c2ccccc2c1=O,-9,0,-23,1,-1.5,-10,9,-17,-3
CN(CC(=O)NCCc1ccc(S(N)(=O)=O)cc1)Cc1ccc(Cl)cc1Cl,-3,6,2,-1,8.9,-1,10,-14,-12
CCOC(=O)Cc1csc(NC(=O)Cn2c(=O)oc3ccccc32)n1,-1,5,-34,-3,0.6,-3,-1,-11,-16
Cc1cccc2c1cnn2C(=O)CCC(=O)N1CC(C)CC(C)C1 (stereo not drawn),-6,1,-15,9,0.8,-1,-3,-2,-8
COCCn1c(N)c(N(Cc2ccccc2)C(=O)Cc2ccccc2F)c(=O)[nH]c1=O,-4,0,3,-13,0.6,3,-4,-12,-2
CCOC(=O)C1CCCN(Cc2nc(Cc3cccc(F)c3)no2)C1 (stereo not drawn),33*,4,-17,-10,1.7,17,-3,-5,-1
COc1ccc(N2CC(C(=O)Nc3c4c(nn3-c3ccccc3)CS(=O)(=O)C4)CC2=O)cc1 (stereo not drawn),1,0,-9,11,-0.1,-10,12,4,-6
Cn1cc(CCNC(=O)CC2C(=O)NCCN2Cc2cccc(Oc3ccccc3)c2)cn1 (stereo not drawn),-7,2,-1,13,0.0,-7,0,-14,-11
Cc1ccc(-c2noc(C3CCCN(S(=O)(=O)c4ccc5ccccc5c4)C3)n2)o1 (stereo not drawn),-7,2,-1,-11,0.4,16,-8,-18,-5
Cc1cc(NC(=O)c2cc([N+](=O)[O-])ccc2Cl)no1,-2,1,-11,10,1.8,-21,4,-14,6

Not a hit list; overall some 4.2% were active at least once.
